SR-BI uptake up – enhances SR-BI lipid uptake from DiI-HDL | CHO ldlA[mSR-BI] cells, DiI-HDL uptake fluorescence, 3 h; 100 = double the neutral-control signal | activation, % at 12.5 µM | 320,000 compounds, 0.096% hits;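 active means mean replicate activation of at least 60% and every replicate at or above 60%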;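 further: 0% = median plate neutral-control signal and 100% = twice that signal; values of inactives mirror those of a sister screen read the other way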
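Test system: SR-BI-overexpressing, LDLR-lacking CHO cells. Measured by: DiI fluorescence, bottom read. Medium: Ham's F12 with 0.5% BSA, HEPES 25 mM, pH 7.4. Timing: 3 h uptake period with compound, 37 °C.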
PKA-R2B activ – activators of human PKA-R2B complex. PKA-R2B holoenzyme dissociation, Cy5-IP20 fluorescence polarization; R2B truncated from residue 108, S112A mutant; 0% DMSO only, 100% 113 µM cGMP. activation, % at 11.4 µM. 340,000 compounds, 0.079% hits. AID 504700;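 active means activation above a cutoff set at the mean over all compounds plus 3 SD, cut at about 18% in these data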;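 further: higher means more holoenzyme dissociation and a rise in polarization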
Target sequence (P31323 whole entry, looked up, other chains not shown, the tested form may be a part): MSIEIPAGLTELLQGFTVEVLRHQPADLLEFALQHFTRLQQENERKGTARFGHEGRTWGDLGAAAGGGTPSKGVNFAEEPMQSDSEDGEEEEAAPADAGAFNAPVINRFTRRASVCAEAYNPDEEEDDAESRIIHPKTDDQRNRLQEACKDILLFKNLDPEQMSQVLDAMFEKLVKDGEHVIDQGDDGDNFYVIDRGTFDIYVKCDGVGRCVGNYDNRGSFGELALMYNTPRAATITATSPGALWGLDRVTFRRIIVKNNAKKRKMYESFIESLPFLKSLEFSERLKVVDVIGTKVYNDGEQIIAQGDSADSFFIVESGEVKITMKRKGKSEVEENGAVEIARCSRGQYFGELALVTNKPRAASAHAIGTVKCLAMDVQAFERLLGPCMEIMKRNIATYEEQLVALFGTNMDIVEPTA
CAL PDZ FP-1 – inhibitors of human CAL PDZ peptide binding. Q9HD26. purified CAL PDZ, TMR-peptide fluorescence polarization, 1 h. inhibition, % at 20 µM. 330,000 compounds, 0.02% hits. AID 504414;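 active means highest replicate inhibition of at least 40%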;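 further: plate controls were DMSO neutral control wells for no effect and unlabeled competitor peptide control wells for full effect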
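material = purified tagged CAL PDZ domain construct (CerCALP) | buffer or medium = sodium phosphate/NaCl buffer pH 7.4 with TCEP, IgG, Thesit | reagent = TMR-labelled reporter peptide T*-PRC34 bound in PDZ groove | incubation = 1 h room-temperature incubation prior to read | measured by = fluorescence polarization (mP) | evaluation = percent inhibition from loss of millipolarization | control set = unlabelled peptide and DMSO controls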
DAGLB inh – diacylglycerol lipase beta (human) inhibition; Q8NCG7; HEK293T DAGLB membrane lysate, EnzChek fluorogenic substrate; inhibition, % at 5.17 µM; 340,000 compounds, 0.059% hits; in the data active means inhibition above about 34%;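 further: 0% = enzyme with vehicle and 100% = wells lacking enzyme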
CAL PDZ FP-2 – inhibitors of human CAL PDZ peptide binding. Q9HD26. purified CAL PDZ, TMR-peptide fluorescence polarization, 1 h. inhibition, % at 24.9 µM. 300,000 compounds, 0.92% hits. AID 602252;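 active means mean inhibition of at least 30% with at least half of replicates also reaching 30%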;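 further: 0% = DMSO neutral control and 100% = excess unlabeled competitor peptide PRC23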
Rtt109 HAT inh – blocks Candida albicans Rtt109/Vps75 acetyltransferase activity; 330,000 compounds, 0.16% hits; inhibition, % at 34.9 µM; purified Rtt109/Vps75, ThioGlo CoA-SH fluorescence, 4 h; Q5AAJ8; AID 540336;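 active means inhibition of at least 50% in every replicate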
Target sequence (Q5AAJ8 whole entry, looked up): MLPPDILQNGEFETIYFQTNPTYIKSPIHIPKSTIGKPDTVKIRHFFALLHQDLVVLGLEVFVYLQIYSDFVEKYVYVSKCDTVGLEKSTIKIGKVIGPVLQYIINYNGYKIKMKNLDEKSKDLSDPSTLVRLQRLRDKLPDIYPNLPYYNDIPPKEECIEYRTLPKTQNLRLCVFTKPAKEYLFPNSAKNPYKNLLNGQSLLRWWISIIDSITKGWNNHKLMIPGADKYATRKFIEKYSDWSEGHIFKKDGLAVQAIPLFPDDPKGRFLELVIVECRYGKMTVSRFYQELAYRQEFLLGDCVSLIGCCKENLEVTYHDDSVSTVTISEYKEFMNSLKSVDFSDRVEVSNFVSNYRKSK
Cardiac RTF inh – cardiac RTF calcium desensitization | P19429+P45379 | IANBD-labeled cardiac RTF, Ca2+ fluorescence | inhibition, % at 7.15 µM | 340,000 compounds, 0.12% hits | AID 493244;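 active means inhibition above the mean inhibition of all tested compounds plus 3 SD, cut at about 17% in these data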;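 further: assay run at fixed EC70 calcium of 1.6 mM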
LANA DNA inh – blocks KSHV LANA C-terminal domain binding to DNA. inhibition, % at 9 µM. 340,000 compounds, 0.078% hits. MBP-C-LANA/FAM-LBS DNA binding, fluorescence polarization;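 active means highest replicate inhibition at or above 60% at 9 µM, even if other replicates fall short; inactive means all replicates below 60% inhibition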;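 further: 0% = neutral control wells and 100% = 4 µM acridine orange control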
RTF Ca sens act – cardiac RTF calcium sensitization; P19429+P45379; IANBD-labeled TnC RTF fluorescence at EC20 calcium; 0% EC20 calcium, 100% full calcium; activation, % at 7.2 µM; 340,000 compounds, 0.24% hits;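 active means activation above the mean over all tested compounds plus 3 SD, cut at about 30% in these data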;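 further: rise in fluorescence read as greater calcium sensitivity of cardiac thin filaments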
Keap1-Nrf2 PPI – Keap1-Nrf2 (human) interaction inhibition. Keap1 Kelch-Nrf2 peptide fluorescence polarization, 1536-well. inhibition, % at 9.4 µM. 340,000 compounds, 0.15% hits; in the data active means inhibition above about 12%;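 further: human Keap1 Kelch domain with fluorescein labeled Nrf2 9mer peptide probe; 0% = neutral control wells and 100% = peptide positive control; higher means more block of Keap1 binding to Nrf2 peptide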
* marks the source's active call; other numbers are inactive results; x = no result given. The order is random; about 1.6% have a hit in one of these screens.

mol	SR-BI uptake up	PKA-R2B activ	CAL PDZ FP-1	DAGLB inh	CAL PDZ FP-2	Rtt109 HAT inh	Cardiac RTF inh	LANA DNA inh	RTF Ca sens act	Keap1-Nrf2 PPI
Cc1ccc(S(=O)(=O)NCc2ccccc2)cc1C(=O)NCCc1ccc(S(N)(=O)=O)cc1	-22	4	-1.6	-1	-2	3	-5	-0.9	0	-5
CCCCN(C(=O)c1cccc(N2C(=O)c3ccccc3C2=O)c1)c1c(N)n(CC(C)C)c(=O)[nH]c1=O	7	2	0.3	1	-3	5	-3	1.0	-3	-4
COC(=O)COc1cccc2c(=O)n(CC(=O)N3CCC(C)CC3)ccc12	4	0	-2.0	0	1	3	-11	-0.3	4	-4
COc1ccc(-n2c(SCC(=O)Nc3ccc(C(=O)O)cc3)nnc2-c2cccs2)cc1	6	-7	-2.9	-1	2	-1	-4	-0.4	4	-1
CC(O)(c1ccccc1)C(c1ccccc1)C1CCCCN1 (centres undefined)	7	-11	0.1	-1	-1	-11	1	1.6	-2	-1
CC(C)OC(=O)/C(C#N)=C/c1cn(Cc2ccccc2)c2ccccc12	-7	-6	-1.4	-15	-7	1	1	-0.5	4	-2
N#Cc1c(NCc2ccccc2)ccnc1Cl	5	-4	-1.2	-3	40*	-12	-5	0.7	2	-2
CN(C)c1ccc(S(=O)(=O)N2CCCCC2)cc1NC(=O)CN1C(=O)NC2(CCCC2)C1=O	6	-3	-1.3	-2	-2	17	-6	-0.7	-11	-1
CCCCNC(=O)CCSc1nc2nc(C)cc(C)n2n1	1	5	x	-4	2	-6	-2	0.6	1	2
Cc1ccc(NC(=O)/C(C#N)=C/c2cc(C)n(-c3ccc(N4CCOCC4)c([N+](=O)[O-])c3)c2C)c(C)c1	-41	-8	-0.3	0	-2	-8	-4	-0.1	1	-2
N/C(CS(=O)(=O)c1ccccn1)=N\OC(=O)c1ccccc1Cl	-8	x	0.0	x	x	7	x	-0.2	x	6
O=C1c2ccccc2C(=O)N1CCSc1nncs1	-4	2	-2.9	0	-3	-2	-3	-0.6	3	-4
CCOc1ccc(C(=O)CCC(=O)N2CCN(c3ccc(O)cc3)CC2)cc1	-14	-15	0.5	0	1	7	-2	-1.9	-5	-1
O=C(O)CSCC(=O)c1ccccc1	-1	0	-1.8	2	-4	-3	-3	-0.7	2	2
CN(Cc1ccccc1)C(=O)c1ccc(NC(=O)Cc2cccc(NC(=O)C3CCCN(C(=O)C4CCCC4)C3)c2)cc1 (centres undefined)	-50	-1	-0.3	-2	-1	1	4	3.4	-4	3
C=CCN(CC=C)C(=S)NC(=O)c1ccc(OC)cc1	-19	-7	0.7	1	-3	39	3	4.1	13	2
COc1cc(S(=O)(=O)NC2CCCCC2)c(C)cc1C	8	1	0.3	-4	x	3	-3	1.1	10	-1
CCOC(=O)Sc1nc2ncncc2[nH]1	-29	-2	-0.8	-2	x	6	-6	0.8	-5	-9
Cc1ccc(S(=O)(=O)Nc2cccc(C(=O)N3CCC(C(N)=O)CC3)c2)cc1	18	-6	0.0	-1	-1	3	-3	-0.1	-1	-3
COC(C[C@H](O)[C@H](C)[C@H](O)COCc1ccccc1)OC	12	6	-5.4	-3	3	0	7	-0.8	10	-3
CCC(C)NC(=O)c1nn(Cc2ccccc2)c(=O)c2ccccc12 (centres undefined)	x	-3	-1.4	3	-3	-14	-12	1.8	-6	0
O=C(Nc1ccc2nsnc2c1)NC1CCCCC1	6	-7	-2.3	-3	-2	-22	3	-1.5	3	-2
CC(OC(=O)c1ccco1)C(=O)Nc1ncc(Cl)cc1Cl (centres undefined)	16	1	-0.5	-2	4	4	-6	1.8	-4	1
CCOc1ccc(C2C(C#N)=C(C)NC3=C2C(=O)c2ccccc23)cc1 (centres undefined)	-30	-5	0.8	-7	x	-3	-2	3.1	-1	-4

Results in Rtt109 HAT inh and LANA DNA inh, for some of the entries so far:
Structure	Rtt109 HAT inh	LANA DNA inh
CCOC(=O)Sc1nc2ncncc2[nH]1	6	0.8
Cc1ccc(S(=O)(=O)Nc2cccc(C(=O)N3CCC(C(N)=O)CC3)c2)cc1	3	-0.1

(cont.)
mol	SR-BI uptake up	PKA-R2B activ	CAL PDZ FP-1	DAGLB inh	CAL PDZ FP-2	Rtt109 HAT inh	Cardiac RTF inh	LANA DNA inh	RTF Ca sens act	Keap1-Nrf2 PPI
CC1CCCC(C)N1C(=O)COC(=O)c1cc(=O)[nH]c2ccccc12 (centres undefined)	-9	0	-1.8	0	-8	-1	-5	0.2	3	-1
Cc1nn(C2CCS(=O)(=O)C2)c(Cl)c1/C=C/C(=O)OCC(=O)c1cc(C)n(-c2ccc(F)cc2)c1C (centres undefined)	-38	3	-1.9	1	-5	-4	-12	0.7	2	-6
COc1ccc(S(=O)(=O)Nc2cccc(S(=O)(=O)NC3=NCCC3)c2)cc1[N+](=O)[O-]	2	-3	-2.0	0	-1	1	6	0.2	-1	-3
O=C(Cn1cnc2ccccc2c1=O)OCC(=O)c1ccc2c(c1)OCCO2	2	-6	-0.9	0	-1	2	-20	1.2	-6	0
Cc1ccc(S(=O)(=O)N2CCOCC2)cc1C(=O)OCCOc1cccc(Cl)c1	-26	-11	-2.4	-6	-3	8	5	-1.0	-7	-1
N#Cc1ccc(C(=O)OCC(=O)Nc2cccc(S(=O)(=O)NC3=NCCC3)c2)cc1	-15	-3	1.2	1	-4	-7	-1	0.2	1	-4
O=C1C2C3C=CC(C3)C2C(=O)N1c1ccc(-c2nc3ccccc3c(=O)o2)cc1 (centres undefined)	13	-1	-3.6	1	-3	5	0	-1.0	-4	1
CCCc1cc(=O)[nH]c(SCC(=O)c2cc(C)n(C)c2C)n1	7	3	-0.1	1	0	1	4	0.7	2	-4
COc1ccccc1N1CCN(C(=O)c2ccc(N3CCCC3=O)cc2)CC1	-20	-5	-1.1	-2	-3	5	1	1.6	-8	-2
COc1cc(/C=C(/NC(=O)c2ccccc2)C(=O)Nc2cccc(O)c2)c([N+](=O)[O-])cc1OC	-2	0	-1.0	2	1	4	2	0.3	11	-2
COCCNC(=O)c1sc2ncn(CC(=O)Nc3ccc(C)c(Cl)c3)c(=O)c2c1C	-23	-8	-2.7	-5	-2	x	-9	0.7	-7	-6
COc1ccc(N2CCN(C(=O)C3CCN(S(=O)(=O)c4c(C)noc4/C=C/N(C)C)CC3)CC2)cc1	-12	9	-2.3	3	x	7	-6	-0.2	4	1
O=C(c1ccco1)N1CCN(C(=O)c2ccc(COc3ccc(F)cc3)o2)CC1	5	-3	-1.8	3	-4	8	-4	-0.8	-12	-4
Cc1ccc(S(=O)(=O)Oc2ccc(C3C4=C(CCCC4=O)OC4=C3C(=O)CCC4)cc2)cc1	0	-9	-2.1	-4	1	7	-1	-0.2	-5	0
COc1cc(-c2noc(C)c2C(=O)NCCO)cc(OC)c1OC	1	-1	-1.6	1	7	4	-14	-3.2	4	-5
CN(C(=O)c1cc(-c2ccccc2)on1)C1CCCCC1	x	-6	-2.1	-4	-1	18	-1	-1.9	-2	0
CC1Cc2nc(SCC(=O)N3CCCc4ccccc43)n(C)c(=O)c2S1 (centres undefined)	-33	-2	-0.1	0	3	6	1	-1.9	2	-7
CCNc1nc(NCC)n2c(SCC(=O)c3ccc(C(C)C)cc3)nnc2n1	8	-4	-1.1	0	-4	0	-4	2.4	3	-3
CCCCn1c(N)c(N(CC(C)C)C(=O)c2ccc(Br)s2)c(=O)[nH]c1=O	0	-2	-2.7	3	-1	4	-4	0.9	-1	-1
O=C1Nc2cccnc2Sc2ccccc21	17	-2	-2.3	-1	0	-42	4	0.8	0	-4
O=C(N/N=C/c1ccsc1)c1cc(O)cc(O)c1	-3	-11	-0.7	0	-1	1	-2	0.5	-3	2
C=CCn1c(O)c(C(CC)=NCCN2CCOCC2)c(=O)[nH]c1=O	-1	-12	-0.4	-1	-4	12	-3	-0.5	3	-3
O=C(Nc1ccc(OC(F)(F)F)cc1)c1[nH]ncc1[N+](=O)[O-]	7	-23	-0.5	2	x	0	-15	0.0	-1	-1
CN(C)C(CNC(=O)CCc1c[nH]c2ccccc12)c1ccccc1 (centres undefined)	38	-9	-1.2	0	-4	-9	1	0.5	-4	-3
O=C(NN=C1CCN(Cc2ccccc2)CC1)c1cc2ccccc2cc1O	-10	2	-0.6	12	5	-7	0	0.9	2	-2
CC1CN(C(=O)COC(=O)c2ccc(O)cc2)CC(C)O1 (centres undefined)	7	0	-0.8	-3	-3	-11	-10	-2.2	-3	-4
CC(=O)NCCC(=O)Nc1sc2c(c1-c1nc3ccccc3[nH]1)CCCC2	-69	-6	3.2	1	-1	6	-14	1.4	-3	-1
OC(COc1ccc2ccccc2c1Br)Cn1ccnc1 (centres undefined)	9	0	x	0	-5	13	-1	1.7	-8	-3
CC(=O)Nc1ccc(NC(=O)CS(=O)(=O)c2cn(CC(=O)N3CCC(C)CC3)c3ccccc23)cc1	-52	1	-2.2	0	0	9	-10	0.9	-2	-7
O=c1[nH]nc(SCc2ccccc2)n1C1CC2C=CC1C2 (centres undefined)	17	5	1.0	0	-1	-6	2	-0.8	-10	2
CC1CCCN(S(=O)(=O)c2ccc(S(=O)(=O)N3CCCN(Cc4ccccc4)C3)cc2)C1 (centres undefined)	23	5	x	1	-1	6	2	-0.4	-6	-3
COc1cccc2sc(N(CCCN(C)C)C(=O)COc3ccc(Cl)cc3)nc12	12	-10	-1.7	-1	-4	-3	6	-3.7	-2	0
O=C(O)Cn1c(SCCOc2ccccc2F)nc2ccccc21	50	5	-0.1	0	-4	-5	-1	-0.1	0	-3
O=C(Cc1cccc2ccccc12)Nc1nc(-c2cccc([N+](=O)[O-])c2)cs1	-25	-15	-0.8	-4	-2	-2	-19	2.1	-2	-2
CC(C)c1cc(-c2cc(-c3ccccc3)on2)nc(NC2CCCC2)n1	-75	-4	-0.7	-13	0	0	11	0.6	7	-2
O=C(OCC(=O)N1CCC(Cc2ccccc2)CC1)c1cccnc1Cl	8	-4	0.2	-2	x	8	1	0.4	-5	-6
O=C(c1ccc([N+](=O)[O-])s1)N1CCN(c2ccccc2)CC1	6	-11	-2.5	-4	-1	3	-5	0.6	6	-2
Cc1ccc(S(=O)(=O)N2CCC(C(=O)NCCCOC(C)C)CC2)cc1	0	-3	-0.1	-2	-2	2	-2	1.1	6	-1
COc1cc(C)c(NC(=O)C(=S)NCCc2ccccc2)cc1C	-16	-4	-1.4	-17	-4	2	-11	-1.0	-5	0

Source: PubChem BioAssay
